influenza NS1A – H1N1 influenza NS1A inhibitors, functional cell based assay (AID 504329). inhibition, % at 12.5 µM; hits with a dose series show IC50 in µM. NS1A functional cell-based assay, percent inhibition; higher % means a stronger effect. 340,000 tested, 0.3% active; in the data active = a potency from the dose series; inconclusive = inhibition above about 27% without an active follow-up result; note: strong numbers were not always called active
PhoP GFP inhibition – PhoP regulon inhibitors, Salmonella typhi PhoP promoter GFP reporter, confirmatory (AID 1850); Salmonella Typhi PhoP-promoter GFP reporter, fluorescence, 4 h; higher % means a stronger effect; inhibition, % at 50 µM, or IC50 in µM where a hit was titrated; 310,000 tested, 0.33% active; in the data active = a potency from the dose series; inconclusive = inhibition mostly from about 25% at the one dose, without a potency; inactive = the rest, 99 in 100 with inhibition below about 19%;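 note: 0% = induced wells with vehicle and 100% = uninduced wells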
inhibitors of VEEV – inhibitors of VEEV TC-83 cytopathic effect, confirmation, Vero cells (AID 588727) | Vero cells, VEEV TC-83 cytopathic effect inhibition; higher % means a stronger effect | inhibition, % at 20 µM, or IC50 in µM where a hit was titrated | 350,000 tested, 0.13% active; in the data active = a potency from the dose series; inconclusive = inhibition mostly from about 14% at the one dose, without a potency; inactive = the rest, 99 in 100 with inhibition below about 12%; note: strong numbers were not always called active
M. tuberculosis – growth inhibition of non-replicating M. tuberculosis (AID 488890); 320,000 tested, 0.39% active; Mycobacterium tuberculosis non-replicating, growth inhibition; higher % means a stronger effect; inhibition, % at 25 µM, or IC50 in µM where a hit was titrated; in the data active = a potency from the dose series; inconclusive = inhibition mostly from about 82% at the one dose, without a potency; inactive = the rest, 99 in 100 with inhibition below about 76%;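 note: plate controls were DMSO cells for no effect and high antibiotic wells for full effect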
M. tuberculosis HTS – M. tuberculosis growth inhibition, HTS (AID 449762). 330,000 tested, 0.59% active. one-dose inhibition, % at 25 µM; IC50 in µM for titrated hits. M. tuberculosis H37Rv growth inhibition, 7H9 media; higher % means a stronger effect; in the data active = a potency from the dose series; inconclusive = inhibition above about 70% without an active follow-up result;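 note: bacterial growth assessed after seven days of incubation; strong numbers were not always called active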
inhibitors of VEEV 10K pilot screen – further read-out of inhibitors of VEEV, marked with its call; inhibition, %; measured here: 10K pilot screen inhibition
Active calls of the source: *; i = inactive; ? = inconclusive; . = not tested or not shown.

SMILES	influenza NS1A	PhoP GFP inhibition	inhibitors of VEEV	M. tuberculosis	M. tuberculosis HTS	others
O=C(NCC(=O)N1CCCCCCC1)c1ccccc1Br	-8.8%	-7.0%	4.0%	8.2%	-3.2%
Cn1c(SCC(=O)c2c(N)n(C)c(=O)n(C)c2=O)nnc1-c1ccccc1F	-3.7%	-0.3%	i	-10.6%	-5.2%
Cc1ccc(-c2nnc3ccc(SCC(=O)Nc4cc(C)on4)nn23)cc1	-1.3%	-1.9%	2.8%	-0.8%	-4.4%	inhibitors of VEEV 10K pilot screen=8.3
CC1(C)NC(=O)N(CC(O)Cn2c3ccccc3c3ccccc32)C1=O (stereo not given)	12.8%	7.0%	5.0%	31.1%	-6.7%
CC12CCC(C(=O)NC3CCCCC3)([C@H](Br)C1=O)C2(C)C (stereo not given in full)	9.3%	-2.6%	1.4%	-8.3%	2.2%
COc1ccc(/C=N/NC(=O)c2[nH]c(C)c(C(=O)N/N=C/c3ccc(OC)cc3)c2C)cc1	-1.1%	6.9%	1.1%	-15.4%	3.3%	inhibitors of VEEV 10K pilot screen=3.7
CCCCn1c(NC(=O)c2ccco2)c(C(=O)OCC)c2nc3ccccc3nc21	5.4%	-8.9%	1.8%	49.3%	6.6%
COc1ccccc1OCC(=O)Nc1ccc(S(=O)(=O)Nc2cc(C)nc(C)n2)cc1	-4.6%	2.9%	7.4%	29.5%	7.6%
CCOc1ccc(CN2C(=O)c3ccccc3C2C(=O)NCC2CCCO2)cc1 (stereo not given)	11.8%	10.5%	1.4%	-4.8%	-10.6%
CC1CCC(C(O)(C(=O)O)C2CCCCC2)CC1C (stereo not given)	-2.4%	.	2.7%	.	.
COc1ccc(-c2cc(C)nc3c(-c4ccccc4)cnn23)cc1	-6.1%	.	7.0%	.	.
COc1ccccc1NC(=O)c1ccc(COc2ccccc2Br)o1	2.2%	2.5%	1.9%	8.7%	11.0%
COc1cc(C(=O)NC(C)CCn2cccn2)ccc1OC1CCN(C(C)=O)CC1 (stereo not given)	-11.9%	-15.7%	1.8%	3.8%	-10.9%
CCN(C(=O)COC(=O)C12CC3CC(CC(O)(C3)C1)C2)c1c(N)n(Cc2ccccc2)c(=O)[nH]c1=O	-4.3%	.	3.3%	.	.
CC(C)C(=O)Nc1nnc(-c2ccccc2)o1	-2.4%	-5.5%	0.1%	.	1.8%
O=C(Nc1cccnc1Cl)c1cc(-c2ccc(F)cc2)on1	-1.5%	5.5%	5.3%	15.3%	11.2%
O=c1c(NCCc2ccccc2)c(-c2ccccc2)c1=O	-24.8%	5.0%	0.7%	9.0%	3.0%
COc1ccc([C@H]2CC(=O)C=C(c3cc(OC)ccc3OC)C2)cc1	8.4%	.	0.4%	27.1%	?
Cc1occc1-c1nnc(SCC(=O)NCc2cccs2)n1-c1ccc(F)cc1	-4.3%	1.9%	0.4%	22.1%	8.2%
CC(C)c1ccc(NC(=S)NNc2ccc(Cl)c(C(=O)O)c2)cc1	3.6%	12.7%	0.2%	-22.3%	10.2%
OCCNc1nc(N2CCCC2)nc(N2CCCC2)n1	4.5%	-16.1%	3.2%	-8.0%	3.0%
c1ccc(-n2ncc3c(N4CCN(c5ccccn5)CC4)nc(N4CCCCCC4)nc32)cc1	3.8%	3.9%	4.0%	6.4%	-0.8%
O=C(O)C1(c2ccccc2)CCN(S(=O)(=O)c2ccccc2)CC1	0.5%	5.8%	1.2%	-2.1%	-15.0%
O=C(C1CCCO1)N1CCN(C(=S)Nc2ccccc2)CC1 (stereo not given)	-6.7%	0.7%	i	-12.3%	-2.9%
COc1ccc(C(CNC(=O)c2cccc(S(=O)(=O)N(C)c3ccccc3)c2)N2CCCC2)cc1 (stereo not given)	-2.3%	.	0.6%	52.4%	?

Reprinted from the part before: seven entries, then new ones.
SMILES	influenza NS1A	PhoP GFP inhibition	inhibitors of VEEV	M. tuberculosis	M. tuberculosis HTS	others
Cc1occc1-c1nnc(SCC(=O)NCc2cccs2)n1-c1ccc(F)cc1	-4.3%	1.9%	0.4%	22.1%	8.2%
CC(C)c1ccc(NC(=S)NNc2ccc(Cl)c(C(=O)O)c2)cc1	3.6%	12.7%	0.2%	-22.3%	10.2%
OCCNc1nc(N2CCCC2)nc(N2CCCC2)n1	4.5%	-16.1%	3.2%	-8.0%	3.0%
c1ccc(-n2ncc3c(N4CCN(c5ccccn5)CC4)nc(N4CCCCCC4)nc32)cc1	3.8%	3.9%	4.0%	6.4%	-0.8%
O=C(O)C1(c2ccccc2)CCN(S(=O)(=O)c2ccccc2)CC1	0.5%	5.8%	1.2%	-2.1%	-15.0%
O=C(C1CCCO1)N1CCN(C(=S)Nc2ccccc2)CC1 (stereo not given)	-6.7%	0.7%	i	-12.3%	-2.9%
COc1ccc(C(CNC(=O)c2cccc(S(=O)(=O)N(C)c3ccccc3)c2)N2CCCC2)cc1 (stereo not given)	-2.3%	.	0.6%	52.4%	?
Cc1nc2ccc(NC(=O)c3cc(S(=O)(=O)N(C)c4ccccc4)ccc3Cl)cc2s1	-2.5%	-4.3%	i	18.9%	-3.3%
CCC(=O)N1CCN(c2nc(-c3ccc(Cl)cc3)cs2)CC1	6.0%	11.5%	2.7%	62.1%	16.0%
CCCOc1ccc(CNC(=O)C2CCN(C(=O)N3CCOc4ccccc43)CC2)cc1	23.7%	-8.6%	7.2%	36.2%	1.8%
CCOc1ccc2nc(NC(=O)C3CCCN(S(=O)(=O)c4cccc5nonc45)C3)sc2c1 (stereo not given)	2.9%	-4.1%	i	1.6%	3.7%
CCOc1ccccc1NC(=O)N1CCCC1C(=O)Nc1nnc(CC)s1 (stereo not given)	14.8%	-15.8%	2.1%	-4.4%	-5.5%	inhibitors of VEEV 10K pilot screen=0.0
CC(C)NC(=O)CC1C(=O)N(Cc2ccccc2)C(C)c2nc3ccccc3n21 (stereo not given)	-1.8%	8.4%	0.1%	-12.2%	-2.1%
COc1ccc(C(C)=O)cc1CC(C(=O)c1ccc(C)c(C)c1)N(C)C (stereo not given)	-1.8%	-2.6%	i	16.4%	-3.7%
CCn1nc(NC(=O)c2ccccn2)c2cc3cccc(C)c3nc21	-1.3%	-0.7%	1.0%	20.4%	1.3%
N#CCCn1c2ccccc2c2nc3ccccc3nc21	6.0%	23.4%	2.1%	-5.6%	-4.1%
N#Cc1c(SCC(=O)N2CCCCC2)nsc1SCC(=O)N1CCCCC1	3.0%	-0.3%	i	72.2%	1.3%
Oc1ccccc1CN1CCCC(N2CCN(c3cccc(C(F)(F)F)c3)CC2)C1 (stereo not given)	5.3%	-4.5%	0.1%	i	?
COc1cc(C)c(C(C)C)cc1S(=O)(=O)NCCCn1ccnc1	3.6%	-10.6%	i	6.9%	-7.3%
CCc1ccc(S(=O)(=O)Nc2cccc(-c3ccc4nnc(C)n4n3)c2)s1	-12.6%	6.5%	5.2%	-25.0%	-2.9%
O=C(c1cc(Cl)ccc1F)N1CCCC(Nc2ccc3c(c2)OCCO3)C1 (stereo not given)	0.9%	-2.2%	2.9%	23.4%	5.0%
Cc1ccc2[nH]c(C(=O)O)c(NC(=O)[C@@H]3C[C@@H]3c3ccccc3)c2c1	-10.8%	-1.2%	2.2%	15.6%	-1.2%
O=C(Nc1cccc(S(=O)(=O)N2CCCCC2)c1)C1CC1	-20.6%	.	1.7%	-6.4%	-15.2%
Cc1cc(C)n(-c2ccc(C(=O)Nc3cccnc3)cc2)n1	-7.4%	5.4%	3.8%	-16.8%	-8.7%
COC(=O)c1sccc1NC(=O)Nc1cc(OC)ccc1OC	-2.4%	3.9%	6.4%	-14.3%	3.7%
O=C(NCc1ccc2c(c1)OCO2)Nc1ccc(F)cc1	8.1%	-8.3%	1.9%	7.9%	-4.1%
N#CCCN(C(=O)Nc1ccc(Cl)c(Cl)c1)c1ccccc1	-11.2%	-3.4%	1.8%	0.7%	12.7%
COC(=O)C1=C(c2cccc(OCc3ccccc3)c2)C[C@@H]2CC[C@H]1N2C(=O)NCCCOC(C)C	3.0%	.	i	29.8%	8.9%
CCn1c(SCc2cccc(C(=O)O)c2)nnc1-c1ccccc1	-12.2%	-5.2%	i	-12.0%	-6.7%
COCC(C)NC(=O)c1ccccc1OC(C)=O (stereo not given)	9.2%	-1.7%	6.2%	-6.4%	9.1%
COc1ccccc1N1CCN(Cc2cc(=O)c(OCC#N)co2)CC1	7.0%	-6.7%	1.2%	-4.2%	-5.9%
CC(C)(C)OC(=O)NCCCC[C@H](NC(=O)c1[nH]cnc1C(=O)N[C@@H](Cc1ccccc1)C(=O)OC(C)(C)C)C(=O)OC(C)(C)C	-13.7%	-26.8%	3.4%	7.8%	-1.6%
(list continues)
SMILES	influenza NS1A	PhoP GFP inhibition	inhibitors of VEEV	M. tuberculosis	M. tuberculosis HTS	others
O=C(Nc1ccccc1C(=O)O)c1cc(S(=O)(=O)N2CCCCC2)c(Cl)cc1Cl	-0.1%	-7.7%	0.2%	6.9%	-1.2%
O=c1[nH]c2ccc(NC(=S)Nc3ccccc3)cc2[nH]1	4.2%	6.8%	0.6%	3.8%	0.4%
Cc1ccc(-c2cc(N)n(-c3ccccc3)n2)cc1	-0.5%	4.1%	3.8%	1.4%	-1.8%
CC1=C(C#N)C(c2ccoc2)C(C(=O)OCc2ccccc2)=C(N)S1 (stereo not given)	6.7%	-0.1%	1.3%	-2.7%	-3.7%
CCOC(=O)c1sc(=S)n(CC)c1NC(=O)CC	-4.3%	-4.7%	3.5%	-8.2%	-6.8%
CCCCOC(=O)c1ccc(NC(=O)CSc2nncn2C)cc1	4.8%	1.0%	6.9%	31.6%	51.0%
COc1cccc2c1Oc1cc([N+](=O)[O-])cc(N(C)C(C)=O)c1C=C2	2.2%	-3.6%	0.9%	-9.2%	-13.7%
COc1ccc(C(=O)c2c[nH]c(C(=O)NCCCn3ccnc3)c2)cc1	-6.3%	-14.0%	0.1%	-15.1%	4.7%
COc1ccccc1NS(=O)(=O)c1cc(NC(=O)c2ccccc2[N+](=O)[O-])ccc1N1CCOCC1	-8.4%	.	2.2%	58.8%	-0.6%
COc1ccc(N(CC(=O)NCc2ccc(F)cc2)S(=O)(=O)c2c(C)n[nH]c2C)cc1	-8.7%	4.6%	3.7%	10.8%	3.9%
Oc1ccc(-c2nccc(-c3cccs3)n2)cc1	7.1%	-13.6%	3.5%	30.2%	?	inhibitors of VEEV 10K pilot screen=2.2
Cc1cc(C(=O)OCC(=O)N2CC(C)OC(C)C2)c2ccccc2n1 (stereo not given)	-6.2%	5.5%	1.6%	-17.6%	-5.6%
O=C(Nc1ccc(S(=O)(=O)N2CCCC2)cc1)c1cc(F)c(F)cc1Cl	0.0%	-6.8%	6.7%	8.0%	-15.1%
CCOC(=O)c1csc(NC(=O)c2ccc3c(c2)OCCO3)n1	4.5%	-3.1%	3.6%	16.8%	3.8%
O=C1CN(C(=O)COC(=O)c2cccnc2Cl)c2ccccc2N1	-8.7%	-19.0%	i	9.6%	2.1%
CCOC(=O)c1c(NC(=O)CNCCO)sc(C)c1C	-0.6%	-7.6%	0.3%	77.6%	?
COc1cccc(C(=O)NC(C)C(c2cccs2)N2CCOCC2)c1 (stereo not given)	32.6%	9.3%	1.8%	23.5%	-4.7%
CN(C(=O)c1ccc(S(=O)(=O)N(C)C)cc1)c1ccc2ccccc2c1	5.8%	2.5%	0.5%	6.1%	4.4%
Cc1cc(C)nc(SCC(=O)NC2CCCCC2C)n1 (stereo not given)	0.4%	-8.1%	i	7.7%	5.5%
CSc1nnc2c3cc(F)ccc3n(Cc3ccccc3)c2n1	-4.3%	15.1%	i	7.8%	6.3%
CCOc1cc(-c2n[nH]c(=S)n2Cc2ccccc2)ccc1OC(F)F	-22.4%	.	4.0%	-12.6%	-5.0%
COc1ccccc1NC(=O)N1CCN(c2ccccn2)CC1	-1.0%	-11.3%	0.2%	1.6%	-10.3%
O=C(O)C1CCCN(S(=O)(=O)c2ccccc2)C1 (stereo not given)	5.6%	-9.7%	i	-4.6%	-5.9%
O=C(NC(=S)NCCc1ccccc1)c1ccccc1F	-10.6%	8.5%	3.3%	?	22.6%
CCNC(=O)N1CCC(c2nc3ccccc3s2)CC1	-1.3%	-3.4%	i	8.4%	3.0%
O=C(O)/C=C/C(=O)Nc1ccc(Cl)c(C(=O)O)c1	-20.3%	-6.0%	0.1%	-6.9%	3.2%
CN(c1ccc(C(=O)N2CCCCC2)cc1)S(=O)(=O)c1cccs1	3.7%	18.6%	i	-11.2%	0.1%
CCOC(=O)CNC(=O)Cn1cnc2c(nnn2-c2ccc(F)cc2)c1=O	-3.4%	-5.1%	3.2%	-2.4%	4.3%

Screens deposited in PubChem by Southern Research Specialized Biocontainment Screening Center.
